Screening data from PubChem BioAssay.
ERAP1 HTS inh – ERAP1 (human) enzyme inhibition; inhibition, % at 10.7 µM; hit rate 0.15% among 340,000; recombinant ERAP1, Leu-AMC fluorescence, 60 min; Q9NZ08;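 active = mean replicate inhibition of at least 30%, or all replicates individually reaching that 30% level; inactive = mean below 30% and not every replicate reaching it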;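 note: 0% = neutral control wells and 100% = L-leucinethiol positive control wells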
PGC1a acetyl inh – PGC1a acetylation modulation, inhibitor mode | U2OS PGC1a acetylation, AlphaScreen anti-acetyl-lysine; with virally co-expressed GCN5 acetyltransferase | inhibition, % at 15.6 µM | hit rate 0.17% among 350,000;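 active = every replicate shows inhibition of at least 40%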;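 note: 0% = neutral control wells and 100% = positive control wells; some results beyond the cut were filed as inactive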
RAD54 inh – inhibitors of human RAD54 branch migration. inhibition, % at 10.4 µM. Q92698. RAD54 Holliday junction branch migration, FAM/BHQ fluorescence. hit rate 0.14% among 360,000;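 active = mean normalized replicate activity at least 40 and at least half of replicates scoring 40 or more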;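 note: 0% = median of neutral control wells and 100% = median of positive control wells; inhibitors cause a drop in the FAM fluorescence signal; in these data hits start at about 50%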
miR-122 sensor – miR-122 inhibition in Huh7 cells. hit rate 0.3% among 340,000. activation (reporter increase), % at 12.5 µM. Huh7 miR-122 Renilla luciferase sensor, 48 h; neutral wells = 0, positive control = 100. AID 602342;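 active = mean replicate activation score at least 90 and every replicate individually at or above 90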;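 note: higher luciferase means less miR-122 activity so hits act as miR-122 inhibitors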
Cneo AK release – Cryptococcus neoformans lysis via adenylate kinase release; C. neoformans lysis, adenylate kinase release luminescence, 4 h; normalised: neutral wells 0, clomiphene wells 100; lysis activity, % at 15 µM; hit rate 0.2% among 360,000; AID 651654;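 active = mean lysis activity across replicates of at least 80%, whatever share of replicates individually reach that level; inactive = mean lysis activity below 80%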
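Assay system: Cryptococcus neoformans yeast cells / Dosing: single-point compound dose / Timing: 4 h at 37 °C static, read 1 h later / Measured by: luminescence of released adenylate kinase using an AK detection reagent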
RAD52 anneal inh – inhibitors of human RAD52 DNA annealing | P43351 | recombinant RAD52 DNA annealing, FRET fluorescence | inhibition, % at 18.7 µM | hit rate 0.46% among 360,000;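 active = every replicate showing at least 50% inhibition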
PglD inh – PglD (C. jejuni) enzyme inhibition; purified PglD enzyme, DTNB colorimetric CoA detection; inhibition, % at 12.5 µM; hit rate 0.098% among 360,000; in the data active = inhibition above about 16%, passing the limit was not always enough; note: strong numbers were not always called active
E-selectin induc – E-selectin induction on HUVECs; HUVEC E-selectin immunofluorescence imaging; normalized: neutral wells 0, TNF-alpha wells 100; hit rate 0.37% among 260,000; activation, % at 7.58 µM; P16581; AID 686992;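 active = mean E-selectin-positive cell signal at least 10% of the positive control, reached in at least 60% of replicates, without over 20% cell loss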;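 note: in these data hits start at about 27%; measured in HUVEC primary endothelial cells; signal is the percent of cells scored E-selectin positive by PE staining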
Target sequence (P16581 whole entry, looked up): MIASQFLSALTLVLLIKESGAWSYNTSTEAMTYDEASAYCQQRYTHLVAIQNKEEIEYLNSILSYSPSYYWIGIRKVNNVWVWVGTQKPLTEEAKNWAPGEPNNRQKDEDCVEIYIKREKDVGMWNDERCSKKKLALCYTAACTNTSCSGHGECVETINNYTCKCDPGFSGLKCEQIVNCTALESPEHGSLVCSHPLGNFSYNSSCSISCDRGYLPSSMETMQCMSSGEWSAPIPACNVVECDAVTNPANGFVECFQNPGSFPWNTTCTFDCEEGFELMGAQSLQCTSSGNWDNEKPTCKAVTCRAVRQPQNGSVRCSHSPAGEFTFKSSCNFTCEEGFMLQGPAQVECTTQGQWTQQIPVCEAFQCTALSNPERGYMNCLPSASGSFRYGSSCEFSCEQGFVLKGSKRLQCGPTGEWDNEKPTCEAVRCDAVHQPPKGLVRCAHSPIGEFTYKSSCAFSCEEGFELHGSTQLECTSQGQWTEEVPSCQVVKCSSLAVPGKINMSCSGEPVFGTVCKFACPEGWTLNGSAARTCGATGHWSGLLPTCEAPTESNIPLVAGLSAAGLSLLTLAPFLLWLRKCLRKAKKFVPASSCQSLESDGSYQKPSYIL
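Test system: HUVEC; input: 3,000 HUVEC/well; measured by: immunofluorescence imaging; read-out: % PE-positive cells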
The depositor's hits bear a star; . = not tested or not shown; [ ] = dose if it differs, or a comment.

The line under a structure holds: ERAP1 HTS inh	PGC1a acetyl inh	RAD54 inh	miR-122 sensor	Cneo AK release	RAD52 anneal inh	PglD inh	E-selectin induc
#1 COCC(=O)Nc1ccc2c(c1)[C@@H]1C[C@@H](CC(=O)N3CCOCC3)O[C@H](CO)[C@@H]1O2
  1	0	-2	-2[16.7 µM]	0	-13	2	0.8
#2 COc1cccc(C(=O)N2C(C(C)C)COc3cc(Br)ccc3S2(=O)=O)c1 (stereo not given)
  0	-4	-1	-1	3	-2	3	.
#3 Cc1cccc2nc3ccccc3cc12
  0	-5	1	-5	4	-1	4	-4.2
#4 Nc1ccc(S(=O)(=O)N2CCOCCOCCOCCOCCOCC2)cc1
  10	-3	5	-4	2	-10	2	0.3
#5 COC(=O)Cc1cc(C)cc2c(=O)cc(-c3ccoc3)oc12
  1	12	-7	-2	-5	-40	8	1.4
#6 O=C(Nc1ccc(OC(F)(F)F)cc1)Oc1ccccc1N1CCCCC1
  -2	14	1	-6	-1	-4	-11	.
#7 O=C(Nc1cccnc1)c1ccc(COc2ccccc2Br)cc1
  4	.	5	-6	1	-22	4	0.1
#8 COc1cc2c(cc1OC)CN(C(=O)c1cc(Cl)nc(Cl)c1)CC2
  0	-5	13	12	1	-6	-6	.
#9 CN(CCc1ccccn1)C(=O)c1ccc(OC2CCN(Cc3ccccn3)CC2)cc1
  3	3	-6	.	3	-15	9	.
#10 N#Cc1nc(Cc2ccccc2)oc1NCc1ccccc1
  .	-13	-22	-6	-2	.	-2	.
#11 CCOC(=O)c1cnc(SCc2nc(N)nc(Nc3ccc(F)cc3)n2)nc1N
  .	.	-10	-15	8	.	1	.
#12 O=C(CCN1C(=O)c2ccccc2C1=O)NCCC1=CCCCC1
  .	6	-6	-15	-3	.	2	.
#13 CCOC(=O)N1CCN(Cc2nc3c(c(=O)n(C)c(=O)n3C)n2CCCc2ccccc2)CC1
  .	-3	-6	8	0	.	-3	.
#14 COc1ccccc1-c1nnc2sc(COc3ccc(Cl)cc3Cl)nn12
  .	5	4	-2	0	.	-5	.
#15 Cc1cc(C)c2c(N)c(C(=O)Nc3nccs3)sc2n1
  .	-9	5	15	-10	.	3	.
#16 CCOC(=O)c1cnn(-c2ccccc2)c1NC(=O)c1ccccc1C
  .	1	-10	-5	0	.	4	.
#17 O=C1CCN(Cc2ccccc2)CCN1[C@H](COc1ccccc1)Cc1ccccc1
  -2	-6	-7	-6	3	-15	4	-0.1
#18 CCc1cccc(CC)c1NC(=O)CSc1nc2ccc(N3C(=O)C4C5C=CC(C5)C4C3=O)cc2s1 (stereo not given)
  .	1	-30	-12	-4	.	-1	.
#19 O=C(N/C(=C\c1cccc([N+](=O)[O-])c1)C(=O)N1CCOCC1)c1ccc([N+](=O)[O-])cc1
  5	-3	7	19	1	-13	-7	.
#20 O=C(NCC1CCS(=O)(=O)C1)NCC1CCS(=O)(=O)C1 (stereo not given)
  .	-7	5	-2	7	.	2	.
#21 Cc1noc(C)c1NC(=O)Nc1ccc2c(c1)C(=O)N([C@@H](C)CO)C[C@H](C)[C@H](CN(C)Cc1ccncc1)OCCCC[C@H](C)O2
  2	6	0	9[16.7 µM]	1	-9	-3	-0.1
#22 O=C(CSc1nnc(-c2ccncc2)o1)Nc1cc(F)ccc1F
  0	-13	8	1	-1	-14	-3	.
#23 O=C(Cn1ccc([N+](=O)[O-])n1)N1CCc2ccccc21
  .	1	4	2	10	-5	1	-0.7
#24 CN1CCN(CCNC(=O)Nc2ccccc2[N+](=O)[O-])CC1
  -2	7	-7	4	0	0	1	0.2
#25 COc1ccc(S(=O)(=O)N2CCC(C(=O)NCCC(=O)Nc3cccc(Cl)c3)CC2)cc1
  -1	17	-2	-3	0	-15	-5	.
#26 CC(C)c1nc(C#N)c(N2CCOCC2)o1
  1	5	-9	-5	1	-11	-2	-0.8
#27 Clc1ccc(C2=Nn3c(Cn4nnc5ccccc54)nnc3SC2)cc1
  .	4	-1	-4	2	-12	-9	-0.1
#28 COCCNc1c2c(c(C#N)c3nc4ccccc4n13)CCCC2
  -1	26	.	-2	.	-12	.	-0.1
#29 CCSc1cc(N2CCCC2)nc(-c2ccc(F)cc2)n1
  .	2	4	4	3	.	1	.
#30 COc1ccc(NC(=O)N(C)C[C@@H]2OCCCC[C@H](C)Oc3ccc(NS(=O)(=O)c4c(C)noc4C)cc3C(=O)N([C@H](C)CO)C[C@@H]2C)cc1
  .	-3	-2	4[16.7 µM]	49	.	3	-0.2

The closing two entries of the section above open the next one.
The line under a structure holds: ERAP1 HTS inh	PGC1a acetyl inh	RAD54 inh	miR-122 sensor	Cneo AK release	RAD52 anneal inh	PglD inh	E-selectin induc
#29 CCSc1cc(N2CCCC2)nc(-c2ccc(F)cc2)n1
  .	2	4	4	3	.	1	.
#30 COc1ccc(NC(=O)N(C)C[C@@H]2OCCCC[C@H](C)Oc3ccc(NS(=O)(=O)c4c(C)noc4C)cc3C(=O)N([C@H](C)CO)C[C@@H]2C)cc1
  .	-3	-2	4[16.7 µM]	49	.	3	-0.2
#31 COc1cc(C(=O)Nc2ccc(NC(=O)C3CC3)nc2)cc(OC)c1OC
  .	-15	3	-6	-1	.	-4	.
#32 C/C=C(\C)C(=O)OC(C)(C)[C@H]1Cc2cc3ccc(=O)oc3cc2O1
  -2	-16	-2	-8	0	1	1	0.2
#33 CC(=O)c1cc2c(cc1NS(=O)(=O)c1ccccc1Br)OCO2
  2	.	2	5	-1	-2	2	.
#34 Cc1n[nH]c(=O)c2c(NC(=O)CSc3nnc(-c4ccncc4)n3C)oc(C)c12
  3	.	-8	0	2	3	-3	.
#35 CC1(C)CC(=O)C2=C(C1)Nc1ncnn1C2c1ccccn1 (stereo not given)
  .	9	0	-5	2	.	-1	.
#36 COc1ccc(Cl)cc1NC(=O)CN(C)C(=O)Cc1ccsc1
  -1	.	6	-9	0	-8	2	0.1
#37 COc1ccc(/C=N/Nc2ncnc3scc(-c4ccccc4)c23)cc1OC
  .	-12	18	.	2	.	-1	.
#38 COc1ccccc1CNC(=O)C[C@H]1CC[C@@H]2[C@@H](COc3ccc(NC(C)=O)cc3C(=O)N2C)O1
  .	-8	8	10[16.7 µM]	70	.	2	-0.1
#39 CCCCn1c(N)c(-c2nc3ccccc3o2)c2c([N+](=O)[O-])nn(C)c(=O)c21
  3	8	4	10	2	-9	0	-0.6
#40 O=C(CN1CCOCC1)Nc1ccc(F)cc1
  3	4	2	-4	1	-8	2	0.0
#41 Cc1ccc(C)c(N(Cc2cc3ccc(C)cc3[nH]c2=O)C(=O)c2ccco2)c1
  0	-1	8	-5	-2	4	-5	.
#42 C[C@H](O)C#Cc1ccc2c(c1)O[C@@H](CN(C)C(=O)C1CCCCC1)[C@H](C)CN([C@H](C)CO)S2(=O)=O
  1	0	-5	-2[16.7 µM]	0	-10	1	.
#43 COC(=O)[C@@H]1C[C@]2(OC(=O)c3ccccc3)C=CC(=O)C[C@@H]2N1C(=O)OCc1ccccc1
  .	18	-13	-3	-5	-3	-1	-0.5
#44 CN1CCN(C2CC(=O)N(c3ccc4c(c3)OCCO4)C2=O)CC1 (stereo not given)
  .	9	-4	-4	-1	.	0	.
#45 OCC1(CCOc2ccccc2)CCN(Cc2ccc3cccc(F)c3n2)CC1
  -1	3	-3	3	2	-32	-12	.
#46 COc1ccc(C)cc1NC(=O)CSc1nc2ccccc2nc1N1CCCC1
  5	10	-2	-1	-1	-16	2	-0.5
#47 O=C(Nc1ccc(Cl)cc1)N[C@H]1CC[C@@H](CCn2cc(-c3ccccc3F)nn2)O[C@@H]1CO
  -2	9	-4	.	0	-7	0	1.1
#48 O=C(N/N=C/c1ccccn1)NC12CC3CC(CC(C3)C1)C2
  1	0	10	4	0	3	5	1.1
#49 COc1ccc(N(CC(=O)Nc2ccc3c(c2)OCO3)S(C)(=O)=O)c(OC)c1
  .	5	4	6	0	.	2	.
#50 CCS(=O)(=O)c1ccc(O)c(NC(=O)Nc2ccccc2)c1
  .	5	-5	-2	0	.	-1	.
#51 CC(=O)Nc1ccc(C(=O)OCC(=O)NC2CCCCCC2)cc1
  -4	2	7	-2	0	-4	0	0.0
#52 CSCCC(NC(=O)C1CCC(C)CC1)C(=O)Nc1ccc(NC(C)=O)cc1 (stereo not given)
  -2	.	-7	1	1	-18	-2	0.0
#53 Cc1nc(C2CCCCC2)c(-c2ccccc2)c(N2CCOC2=O)c1C
  .	-4	9	-3	0	-11	8	-0.2
#54 COc1cc(C2C(C#N)=C(N)Oc3c2ccc2ccccc32)ccc1OCC(=O)Nc1ccc(C)cc1 (stereo not given)
  4	-7	2	14	-1	-17	-11	-1.2
#55 O=c1c2ccccc2nc(-c2ccccc2)n1Cc1ccc(Cl)cc1
  .	-9	-9	7	1	.	6	.
#56 COc1cccc(C(=O)Nc2ccc3c(c2)C(=O)N(C)C[C@@H](OC)[C@H](C)CN(CC2CC2)[C@@H](C)CO3)c1
  -2	-2	-2	.	-5	-3	1	-0.1
#57 CC(CN1CCN(C)CC1)OC(=O)c1cccc(Cl)c1 (stereo not given)
  -1	6	2	-13	3	-7	-3	2.3

Arranged by heavy-atom count (high to low): 7 of the compounds above.
The line under a structure holds: ERAP1 HTS inh	PGC1a acetyl inh	RAD54 inh	miR-122 sensor	Cneo AK release	RAD52 anneal inh	PglD inh	E-selectin induc
#47 O=C(Nc1ccc(Cl)cc1)N[C@H]1CC[C@@H](CCn2cc(-c3ccccc3F)nn2)O[C@@H]1CO
  -2	9	-4	.	0	-7	0	1.1
#41 Cc1ccc(C)c(N(Cc2cc3ccc(C)cc3[nH]c2=O)C(=O)c2ccco2)c1
  0	-1	8	-5	-2	4	-5	.
#39 CCCCn1c(N)c(-c2nc3ccccc3o2)c2c([N+](=O)[O-])nn(C)c(=O)c21
  3	8	4	10	2	-9	0	-0.6
#53 Cc1nc(C2CCCCC2)c(-c2ccccc2)c(N2CCOC2=O)c1C
  .	-4	9	-3	0	-11	8	-0.2
#51 CC(=O)Nc1ccc(C(=O)OCC(=O)NC2CCCCCC2)cc1
  -4	2	7	-2	0	-4	0	0.0
#33 CC(=O)c1cc2c(cc1NS(=O)(=O)c1ccccc1Br)OCO2
  2	.	2	5	-1	-2	2	.
#40 O=C(CN1CCOCC1)Nc1ccc(F)cc1
  3	4	2	-4	1	-8	2	0.0
